mcGAS inh: mouse cGAS inhibition by luminescence; Q8C6L5; recombinant cGAS, Kinase-Glo ATP depletion luminescence; inhibition, % at 12.5 µM; actives 0.15% (n = 160,000); AID 1259399;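 further: 0% = negative control wells and 100% = reference inhibitor with no enzyme activity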
NPYLR7 ag: mosquito NPYLR7 agonism; HEK293T NPYLR7/Galpha15, GCaMP6s calcium fluorescence; activation, % at 10 µM; actives 0.15% (n = 270,000); AID 1259423; in the data active means activation above about 40%;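 further: 0% = vehicle and 100% = reference agonist at the receptor; some compounds past the cut are filed as inactive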
hcGAS inh: inhibitors of human cGAS. Q8N884. recombinant h-cGAS, ATP depletion, Kinase-Glo luminescence. inhibition, % at 12.5 µM. actives 0.081% (n = 290,000);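 further: 0% = vehicle reaction and 100% = reaction without DNA for no activity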
Target sequence (Q8N884 whole entry, looked up): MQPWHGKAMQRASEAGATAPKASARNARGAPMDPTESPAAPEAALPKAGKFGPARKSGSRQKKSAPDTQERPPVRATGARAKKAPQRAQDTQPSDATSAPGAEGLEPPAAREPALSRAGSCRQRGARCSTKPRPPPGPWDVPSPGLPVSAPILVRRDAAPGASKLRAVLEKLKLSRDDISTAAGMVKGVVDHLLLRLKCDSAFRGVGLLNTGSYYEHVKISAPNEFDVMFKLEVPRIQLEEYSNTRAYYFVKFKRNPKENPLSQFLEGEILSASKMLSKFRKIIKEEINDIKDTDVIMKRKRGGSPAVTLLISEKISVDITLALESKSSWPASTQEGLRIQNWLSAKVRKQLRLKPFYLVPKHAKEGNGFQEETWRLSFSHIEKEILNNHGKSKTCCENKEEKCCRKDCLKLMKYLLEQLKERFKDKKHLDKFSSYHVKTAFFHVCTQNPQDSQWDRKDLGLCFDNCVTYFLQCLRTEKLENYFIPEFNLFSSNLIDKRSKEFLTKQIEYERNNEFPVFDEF
* hit, by the source's call; x = no result given; & = joins results of further samples. Unless noted, no stated cut-off is given here; in the data, active means inhibition above about 40%; inactive means the rest.

The line under a structure holds: mcGAS inh	NPYLR7 ag	hcGAS inh
(1) Cc1cccn2c(=O)cc(OCC(=O)c3ccccc3)nc12
 : -8	-6	-7
(2) COc1cccc(-c2cccc3c2NC(=O)C3(C)Cc2ccccc2F)c1 (stereo unspecified)
 : -2	2	-3
(3) CCOc1ccccc1NC(=O)Cn1c(-n2nc(C)cc2C)nc2c(c1=O)CCC2
 : -7	x	-7
(4) CCN(CC)CCN(C(=O)c1ccnn1C)c1nc2c(C)ccc(C)c2s1
 : -8	x	-8
(5) COc1cc(CN2C(=O)C(C)(C)ON=C2c2ncccc2C)cc(OC)c1
 : x	0	7
(6) CCOC(=O)N1CCN(C(=O)c2cc3c(=O)n4cccc(C)c4nc3n2C)CC1
 : x	1	-2
(7) O=C(Nc1nnc(-c2ccc3c(c2)CCCC3)o1)c1ccc([N+](=O)[O-])s1
 : -2	17	-1
(8) COc1ccccc1NC=C1C(=O)OC2(CCCCC2)OC1=O
 : x	4	-8
(9) Oc1cc2c(cc1CN1CCc3sccc3C1)OCO2
 : x	1	-7
(10) CCOc1ccc(C(=N\O)/C(C)=N\O)cc1
 : -5	-5	3
(11) COc1ccccc1-c1nc(-c2ccc(O)cc2O)cs1
 : x	1	4
(12) CCCCCCc1cc2cc(-c3nnc(Nc4ccc(F)cc4)s3)c(=O)oc2cc1O
 : -4	-1	0
(13) CC(C)n1cc(C(=O)N2CCN(CC(=O)N3CCOCC3)CC2)c2nn(-c3ccccc3)c(=O)c-2c1
 : -6	-5	-3
(14) Cc1ccc(CN(C)Cc2nc(-c3ccc4c(c3)OCO4)no2)o1
 : -5	19&-3	-8&-3
(15) CC(=NNC(=O)CCn1nnc2ccccc21)c1ccc(-c2ccccc2)cc1
 : -1	1	-3
(16) N#C/C(=C\c1ccc(O)c(O)c1)C(=O)Nc1ccccc1
 : 3	147*	17
(17) CCOC(=O)c1ccc(Cn2ccnc2-c2cnc[nH]2)o1
 : -13	2	-8
(18) Cc1onc(-c2ccccc2Cl)c1C(=O)Nc1cccc(F)c1
 : x	4	-9
(19) CCNC(=O)CCNS(=O)(=O)c1c(Cl)cccc1Cl
 : x	1	-1
(20) CCOc1ccc(NC(C)C(=O)NC(=O)NC(C)(C)C)cc1 (stereo unspecified)
 : x	5	-5
(21) O=c1[nH]c(CN2CCN(S(=O)(=O)c3ccccc3C(F)(F)F)CC2)nc2ccc(Cl)cc12
 : x	4	-9
(22) CC(C)C(NC(=O)c1ccccc1)c1nn[nH]n1 (stereo unspecified)
 : x	6	-18
(23) CCc1cccc2c(C(CC(=O)N3CCC(Cc4ccccc4)CC3)c3cccc(OC)c3)c[nH]c12 (stereo unspecified)
 : -5	7	-2
(24) CCSc1nnc(NC(=O)CN2CCN(Cc3nc(C(C)(C)C)cs3)CC2)s1
 : -10	-19	-3
(25) Cc1ccc(Cc2cnc(NC(=O)N3CCSCC3)s2)cc1F
 : x	-3	3
(26) Cc1c(C)n2c3c(=O)n(C)c(=O)n(C)c3nc2n1-c1ccccc1OCCCO
 : x	0	-6
(27) Cc1cccc2[nH]c(COCC(=O)N3CCCC(N)CC3)nc12 (stereo unspecified)
 : -10	4	-5
(28) COC(=O)N1CCN(C(C(=O)Nc2ccc(OC)cc2)C2CCCC2)CC1 (stereo unspecified)
 : -5	-1	-5
(29) Cc1ccccc1NC(=O)c1ccc(N(C)C)cc1
 : x	2	-5
(30) CC(C)(C)NC(=O)COC(=O)C12CC3CC(CC(Br)(C3)C1)C2
 : -9	11	-6
(31) COCc1cc(N2CCN(c3cccc(C(F)(F)F)c3)CC2)nc(SCc2cccc(C(=O)O)c2)n1
 : -7	7	-6
(32) Cc1ccc(-n2cc(CNCC3CCN(CCO)CC3)c(-c3ccc(F)cc3)n2)cc1
 : -2	0	-1
(33) Cc1ccc(S(=O)(=O)N2CCN(Cn3nnn(-c4cccc(C)c4)c3=S)CC2)cc1
 : -6	7	-3
(34) COCCN1C(C)CN(C(=O)CN(C)C2CC2)CC1C (stereo unspecified)
 : x	3	-7
(35) O=C1CCC/C(=N\Nc2ccc(Cl)cc2)C1
 : x	-1	-8
(36) COc1cccc(Cn2nc(C(=O)N3CCCC(O)C3)c3c2CCN(Cc2c(F)cccc2F)C3)c1 (stereo unspecified)
 : x	0	-4
(37) CCC(C)(C)NC(=O)c1[nH]c2c(c1C)C(=O)CC(C)(C)C2
 : x	4	-4
(38) N#Cc1ccc(-n2cnc(N)n2)cc1
 : -16	4	-10
(39) C=CCNS(=O)(=O)c1cc(C)c(OCCC)cc1C
 : x	13	1
(40) COc1cc(CN2CCn3nc(C(=O)NCc4cccc(C(F)(F)F)c4)cc3C2=O)cc(OC)c1
 : -3	13	2
(41) COc1cccc(Cn2cccc2CN(Cc2ccccc2)C(=O)CN(CC(C)C)C(=O)C(Cl)Cl)c1
 : -5	-4	-5
(42) O=S(=O)(Nc1nc2ccccc2nc1N1CCCC1)c1ccc(Cl)s1
 : x	8	-3
(43) O=C(c1ccc(Cl)cc1)N(Cc1ccco1)Cc1nccn1Cc1cccc(C(F)(F)F)c1
 : -3	0	1
(44) COc1ccccc1CN1CCCC(CN(CCN(C)C)C(=O)c2ccc(C)s2)C1 (stereo unspecified)
 : x	3	-10
(45) COc1ccc(N2C(=O)CSC2c2ccc(NC(=O)c3cccc([N+](=O)[O-])c3)cc2)cc1 (stereo unspecified)
 : -3	8	0
(46) Cc1cc(C)c2c(c1)-c1cc(C)nn1C(c1ccco1)N2 (stereo unspecified)
 : x	4	-4
(47) O=C(NCc1cccnc1N1CCCCC1)c1cc(=O)c2ccccc2o1
 : x	1	-8
(48) C=CCN1CC(C(=O)N2CCCn3nc(C(=O)OC)cc3C2)CC1=O (stereo unspecified)
 : x	0	-2
(49) Cc1cc(Cl)cc(Cl)c1CNC(=O)c1cncn1-c1ccc(-c2ccc(F)c(F)c2)cc1
 : -7	2	-9
(50) CC(NC(=O)CCC(=O)c1ccc(Cl)s1)C1CC2CCC1C2 (stereo unspecified)
 : x	2	3
(51) O=C(Cc1ccc(N2CCC(N3CC4CCC3C4)CC2)cc1)NCCc1cccc(F)c1 (stereo unspecified)
 : -24	-2	-1
(52) O=C(CCc1nc(Cl)n[nH]1)N1C[C@@H](CN2CCCCCC2)[C@@H](CO)C1
 : -4	x	-7
(53) COCc1nc(NCCn2cccc2)c2cnn(C)c2n1
 : x	14	-3
(54) Cc1cccc(OCC(=O)NC2CCc3[nH]c4ccc(Br)cc4c3C2)c1C (stereo unspecified)
 : -6	-2	-3
(55) CCC(CC)NC(=O)C(C)c1ccc2cc(OC)ccc2c1 (stereo unspecified)
 : x	5	-1
(56) N#Cc1cc(F)ccc1NC(=O)c1cc(F)cc(Br)c1
 : x	-4	-7
(57) O=C1CCS(=O)(=O)c2c(F)cccc21
 : x	5	0
(58) COc1ccc(-c2ccc(C(=O)NS(C)(=O)=O)c(F)c2)c(F)c1
 : x	7	-5
(59) CC(NC(=O)C(F)(F)C(F)(F)C(F)(F)F)C(=O)O (stereo unspecified)
 : -5	x	-10
(60) CCCC(C)c1c(-c2ccccc2)ncn1C1CCC(O)CC1 (stereo unspecified)
 : -13	-3	-10

(cont.)
The line under a structure holds: mcGAS inh	NPYLR7 ag	hcGAS inh
(61) COc1cc2c(cc1OC)CN(C1CCCN(C(=O)c3cc4ccccc4n3C)C1)CC2 (stereo unspecified)
 : -3	x	1
(62) CCc1cccc(NC(=O)Cn2ccn3nc(-c4ccccc4)cc3c2=O)c1
 : -10	5	-8
(63) Cc1ccsc1C(=O)Nc1ccc(NC(=O)NCC2CCCO2)cc1 (stereo unspecified)
 : x	1	-8
(64) Cc1cc(C)c(Cn2ccnc2CN(C)C(=O)c2ccco2)c(C)c1
 : -11	x	-7
(65) CCCCN(C(C)=O)c1c(CC)nc2ccc(C(=O)N(C)Cc3ccccc3)cn12
 : -2	16	-2
(66) O=C(c1cc(-c2ccsc2)n[nH]1)N1Cc2cnn(CCO)c2C1
 : -11	x	-3
(67) Cc1ccc(NC(=O)NCCS(=O)(=O)c2c(C)[nH]c3ccccc23)cc1C
 : x	3	-4
(68) CC(NS(C)(=O)=O)C(=O)N(C)Cc1ccsc1 (stereo unspecified)
 : x	22	-7
(69) C=CCN(Cc1ccc(Br)s1)C(=O)CSc1nnc(-c2cccc(C)c2)n1C
 : -11	-5	-4
(70) C=CCCC(=O)N1CCC(Cc2ccc(-n3cccc3)cc2)CC1
 : -6	10	-7
(71) CCNC(=O)OC1CCN(C(=O)Cc2cccs2)CC(=O)N(C)c2ccccc21 (stereo unspecified)
 : -7	2	-2
(72) CCOc1ccc(C(=O)N2CCCCC2)cc1NC(=O)c1cccc2c1OC(C)C(=O)N2 (stereo unspecified)
 : -14	2	-7
(73) C=CCCC(=O)Nc1c(OC(=O)N(CC)CC)ccc2c1ccn2Cc1ccccc1
 : -5	-2	-3
(74) NS(=O)(=O)c1ccc(Cl)c(S(N)(=O)=O)c1
 : 1	10&3	-5&4
(75) Cc1ccc(NC(=O)CSc2ccc(NC(=O)C(C)C)nn2)cc1Cl
 : x	-3	-2
(76) O=C1c2nc(Nc3ccncc3)ccc2CN1C1(C(=O)NCCCn2ccnc2)CC1
 : x	5	-10
(77) Cc1n[nH]c(C)c1CCN1CCC(N2CCCC2=O)CC1
 : x	-3	-3
(78) COC(=O)[C@@H]1Cc2nc[nH]c2CN1C1CCOCC1
 : -8	-6	-4
(79) COc1ccc(N2C(=O)/C(=C\c3ccncc3)N(C)C2=S)c([N+](=O)[O-])c1
 : -1	-7	-6
(80) CCOc1nc(-c2ccc(Cl)c(Cl)c2)n(-c2cccc(NC(=O)c3cccc([N+](=O)[O-])c3)c2)n1
 : 0	-2	-4

Some of the entries so far, screen by screen.
65	CCCCN(C(C)=O)c1c(CC)nc2ccc(C(=O)N(C)Cc3ccccc3)cn12
70	C=CCCC(=O)N1CCC(Cc2ccc(-n3cccc3)cc2)CC1
76	O=C1c2nc(Nc3ccncc3)ccc2CN1C1(C(=O)NCCCn2ccnc2)CC1
73	C=CCCC(=O)Nc1c(OC(=O)N(CC)CC)ccc2c1ccn2Cc1ccccc1
78	COC(=O)[C@@H]1Cc2nc[nH]c2CN1C1CCOCC1

compound no.	65	70	76	73	78
mcGAS inh	-2	-6	x	-5	-8
NPYLR7 ag	16	10	5	-2	-6
hcGAS inh	-2	-7	-10	-3	-4

The listing continues.
The line under a structure holds: mcGAS inh	NPYLR7 ag	hcGAS inh
(81) CN=C(NC)NCc1ccccc1
 : x	-5	-4
(82) CNS(=O)(=O)c1ccc(CN2CCN(Cc3cccc(F)c3)CC2)cc1
 : x	6	-5
(83) CC(=O)c1cc(C(=O)N2CCCC(C(=O)c3ccc(-c4ccccc4)c(F)c3)C2)[nH]n1 (stereo unspecified)
 : -7	5	-3
(84) CCC(C)N(CC(=O)N(CCc1ccccc1)Cc1ccco1)C(=O)c1ccc(OC)cc1 (stereo unspecified)
 : -1	-4	1
(85) Cc1ccc(-c2ccnc(N(C)Cc3nnc(-c4ccccc4)o3)n2)c(C)n1
 : x	9	-4
(86) O=C(c1ccc(-c2cc(-c3ccc(Cl)cc3)[nH]n2)cc1)N1CC=CC1
 : -4	-3	-4
(87) COCCN(CCC(=O)NC(Cc1ccccc1)c1ccccc1)c1nc(Cc2cccc(OC)c2)ns1 (stereo unspecified)
 : 0	-6	2
(88) Cc1ccc(-n2nnc(C(=O)OCc3nc(-c4ccccc4)oc3C)c2C)cc1F
 : -6	0	-6
(89) CCN(Cc1noc(C)n1)C(=O)c1csc(Cc2ccccc2)n1
 : -16	2	-5
(90) O=C(NCc1nnc(SCc2ccccc2)n1-c1cc(Cl)ccc1Cl)c1ccc([N+](=O)[O-])cc1Cl
 : -5	-3	-3
(91) O=C(O)c1ccc(C2CCN(CC(=O)N3CCCCCC3)C2)cc1 (stereo unspecified)
 : x	-4	-5
(92) CCc1nc(NCCNS(=O)(=O)c2ccc(Cl)cc2)c2ccc(Cl)cc2n1
 : 1	3	4
(93) O=S(=O)(CCSc1nncs1)c1ccc(Br)cc1
 : -17	-2	-3
(94) O=C(Nc1cccc(Cl)c1)N(Cc1ccccc1)Cc1c(-c2ccccc2)noc1N1CCCC1
 : -3	-3	-3
(95) CC1(C(=O)Nc2ccc(Cl)c(Cl)c2)CCN1Cc1cccc2c1OCO2 (stereo unspecified)
 : x	8	-12
(96) CC=CCSc1nc2c(c(=O)n(C)c(=O)n2C)n1Cc1ccccc1Cl
 : x	-2	-9
(97) COc1ccnc(N2CCCC(CO)(Cc3ccc(F)cc3)C2)n1 (stereo unspecified)
 : x	0	0
(98) CC1C(c2ccccc2)CCN1C(=O)C1=CN2CCS(=O)(=O)N=C2C=C1 (stereo unspecified)
 : x	-1	-1
(99) COc1ccc(-c2nc3sc(CCNS(=O)(=O)c4ccc(C)c(C)c4)c(C)n3n2)cc1
 : -6	1	-3
(100) N#CC(C#N)C(c1ccsc1)c1c(-c2ccccc2)[nH][nH]c1=O (stereo unspecified)
 : x	1	-7
(101) COc1ccc(-c2csc(NC(C)=O)n2)cc1Br
 : x	0	-3
(102) CCOc1cn2c(cc1=O)C(=O)N(CCNC(=O)c1ccc(Cl)cc1)CC2
 : x	12	-7
(103) COC(=O)c1cccc(CN2CCCC2c2ccccn2)n1 (stereo unspecified)
 : -21	0	-4

Among those listed so far, 4 contain a cyano group.
The line under a structure holds: mcGAS inh	NPYLR7 ag	hcGAS inh
(16) N#C/C(=C\c1ccc(O)c(O)c1)C(=O)Nc1ccccc1
 : 3	147*	17
(38) N#Cc1ccc(-n2cnc(N)n2)cc1
 : -16	4	-10
(56) N#Cc1cc(F)ccc1NC(=O)c1cc(F)cc(Br)c1
 : x	-4	-7
(100) N#CC(C#N)C(c1ccsc1)c1c(-c2ccccc2)[nH][nH]c1=O (stereo unspecified)
 : x	1	-7

Screening results (PubChem)
